Dicer inh: inhibitors of Dicer pre-microRNA processing, primary screen, biochemical, cat-ELCCA, chemiluminescence; Endoribonuclease Dicer (Homo sapiens), Q9UPY3; cat-ELCCA pre-miR-21 Dicer processing; hits give high values; z-score at 25 µM; 47,000 compounds, 6% hits; AID 1347074, 2019; in the data active = z-score above about 3, passing the limit was not always enough;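 note: plate controls were vehicle for no effect and no enzyme for full effect; higher signal means more uncleaved substrate so more Dicer inhibition; strong numbers were not always called active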
Target sequence (Q9UPY3 whole entry, looked up): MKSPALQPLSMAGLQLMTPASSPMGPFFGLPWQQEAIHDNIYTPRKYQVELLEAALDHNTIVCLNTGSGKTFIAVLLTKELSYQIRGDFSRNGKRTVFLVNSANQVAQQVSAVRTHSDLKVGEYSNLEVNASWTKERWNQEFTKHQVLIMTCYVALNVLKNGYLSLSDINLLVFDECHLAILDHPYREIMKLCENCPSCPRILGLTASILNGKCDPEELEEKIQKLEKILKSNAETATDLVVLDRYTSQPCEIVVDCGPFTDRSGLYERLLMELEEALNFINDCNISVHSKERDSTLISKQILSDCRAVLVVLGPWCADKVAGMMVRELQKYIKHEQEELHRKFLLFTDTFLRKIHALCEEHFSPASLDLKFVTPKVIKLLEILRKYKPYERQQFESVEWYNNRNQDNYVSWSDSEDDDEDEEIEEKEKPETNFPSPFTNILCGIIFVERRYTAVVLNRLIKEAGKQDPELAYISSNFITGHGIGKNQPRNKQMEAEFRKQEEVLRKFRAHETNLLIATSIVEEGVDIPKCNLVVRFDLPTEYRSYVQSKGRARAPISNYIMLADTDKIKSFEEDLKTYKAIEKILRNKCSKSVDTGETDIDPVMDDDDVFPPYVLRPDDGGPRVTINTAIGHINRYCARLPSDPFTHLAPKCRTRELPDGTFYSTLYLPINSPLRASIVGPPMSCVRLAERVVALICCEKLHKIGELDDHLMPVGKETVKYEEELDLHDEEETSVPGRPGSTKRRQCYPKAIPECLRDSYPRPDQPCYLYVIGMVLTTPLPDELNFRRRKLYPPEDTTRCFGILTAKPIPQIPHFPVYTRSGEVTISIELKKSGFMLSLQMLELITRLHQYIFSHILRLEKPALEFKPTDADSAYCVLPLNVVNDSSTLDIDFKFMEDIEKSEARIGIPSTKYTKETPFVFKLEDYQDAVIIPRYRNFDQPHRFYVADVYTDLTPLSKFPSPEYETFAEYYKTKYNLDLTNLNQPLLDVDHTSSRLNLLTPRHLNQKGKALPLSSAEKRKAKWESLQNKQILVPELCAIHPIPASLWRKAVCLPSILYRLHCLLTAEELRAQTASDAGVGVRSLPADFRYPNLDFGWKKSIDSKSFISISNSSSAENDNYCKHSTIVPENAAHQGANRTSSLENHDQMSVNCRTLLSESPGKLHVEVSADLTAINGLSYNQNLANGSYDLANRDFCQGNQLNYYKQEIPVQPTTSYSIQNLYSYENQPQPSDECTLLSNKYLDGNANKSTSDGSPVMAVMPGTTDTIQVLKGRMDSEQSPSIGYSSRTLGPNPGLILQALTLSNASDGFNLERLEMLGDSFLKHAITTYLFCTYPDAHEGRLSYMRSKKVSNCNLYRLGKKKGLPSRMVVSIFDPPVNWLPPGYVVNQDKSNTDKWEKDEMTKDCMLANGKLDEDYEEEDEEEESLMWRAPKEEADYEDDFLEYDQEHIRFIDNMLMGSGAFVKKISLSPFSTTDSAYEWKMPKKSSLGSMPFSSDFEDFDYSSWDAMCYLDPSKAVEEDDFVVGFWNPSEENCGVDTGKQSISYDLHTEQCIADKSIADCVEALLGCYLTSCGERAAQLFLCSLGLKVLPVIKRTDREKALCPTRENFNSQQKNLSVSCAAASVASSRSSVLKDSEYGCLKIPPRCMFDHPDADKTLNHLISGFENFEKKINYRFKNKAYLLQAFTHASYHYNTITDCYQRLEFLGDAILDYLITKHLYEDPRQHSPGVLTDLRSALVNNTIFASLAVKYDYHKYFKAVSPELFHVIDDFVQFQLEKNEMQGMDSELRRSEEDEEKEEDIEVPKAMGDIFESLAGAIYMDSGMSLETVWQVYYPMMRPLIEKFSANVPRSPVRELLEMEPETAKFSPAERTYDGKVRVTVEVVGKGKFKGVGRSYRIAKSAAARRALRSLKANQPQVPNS
* = called active by the depositor; & = joins results of further samples. Some of the compounds tested (hit frequency here may not be typical).

SMILES | Dicer inh
Cc1cc(Br)c(NC(=S)NNc2ccccc2)c(Br)c1 | 3.9
COC(=O)c1nn(-c2cccc(Cl)c2)cc(OC)c1=O | -0.65
N#Cc1sc(C(N)=O)c(-c2ccco2)c1-c1ccco1 | -1.6
N#Cc1cnc(SCc2ccc(Cl)cc2)nc1N | 0.28
N#CC(C#N)Sc1nc2ccccc2[nH]1 | 2.2
C=CCSc1nc(N2CCOCC2)c2c(c1C#N)CC(C)(C)SC2 | -0.83
CCOC(=O)C1CCN(c2ccccc2CN2CCN(Cc3ccccc3)CC2)CC1 | -0.81
C=CCSc1nnnn1-c1c(C)cc(C)cc1C | 0.43
Cc1c(C(=O)O)c2ccccc2[nH]c1=O | 1
O=C(CN1C(=O)/C(=C\c2ccc(OCc3ccccc3)cc2)N=C1c1ccccc1)c1cccs1 | -1.9
CCOc1nc(-c2ccccc2)ccc1-c1noc(-c2ccncc2)n1 | 0.8
O=c1oc2c(Br)cc(NS(=O)(=O)c3ccc(Cl)cc3)cc2s1 | 13*
CN(C)c1ccc(C2Nc3ccccc3S2)cc1 (configuration not stated) | 2.8
Cc1nnc2c(N3CCN(CCO)CC3)nc3ccccc3n12 | 0.69
CN(C(=O)c1ccccc1)C1CCCCC1 | 0.46
Cc1cc(Cl)ccc1NC(=O)CSc1nnc(/N=C/N(C)C)s1 | -0.65
Nc1nc(-c2cccnc2)nn1C(=O)c1ccc(F)cc1 | -0.6
CCOCCOC(=O)C1=C(C)NC2=C(C(=O)CCC2)C1c1coc2ccccc2c1=O (configuration not stated) | -0.71
O=C(O)CSc1cccc(Cl)c1Cl | 0.06
Cc1ccnc(NC2OC(=O)c3ccccc32)c1 (configuration not stated) | -1.3

Next part; the last 2 above are carried over.
SMILES | Dicer inh
O=C(O)CSc1cccc(Cl)c1Cl | 0.06
Cc1ccnc(NC2OC(=O)c3ccccc32)c1 (configuration not stated) | -1.3
OC(CNCc1cc2ccccc2s1)C(F)(F)F (configuration not stated) | 0.39
CN(C)S(=O)(=O)c1ccc(C(=O)Nc2nc3ccccc3c3nc4ccccc4n23)cc1 | 0.84
O=C(Nc1ccc(Cl)cc1)OCc1cccc(COC(=O)Nc2ccc(Cl)cc2)c1F | 0.87
NS(=O)(=O)c1ccc(NC(=O)CCCC(=O)O)cc1 | 1.3
CCOc1c(Nc2ccc(C(C)C)cc2)c(=O)c1=O | 0.15
CCOC(=O)c1c(C)oc(-c2ccc(Cl)cc2)c1S(=O)(=O)Nc1ccc(C(C)(C)C)cc1 | -0.53
COc1ccc([N+](=O)[O-])c(OC)c1C(=O)NC(=O)Nc1c(F)c(F)c(F)c(F)c1F | 12
N/C(=N\C(=S)Nc1ccc(Cl)c(Cl)c1)c1ccccc1 | 5.4*
CCOC(=O)c1cnc(Nc2ccc(OC(F)(F)F)cc2)nc1C(F)(F)F | -0.47
C(#Cc1ccccc1)CNCCc1c[nH]c2ccccc12 | 4.1*
O=C(CSc1nnc2ccccn12)Nc1ccc(-c2nc3ccccc3s2)cc1 | 3.5*
CCn1nc(C)cc1-c1nnc(SCC(=O)c2ccccc2)n1-c1ccccc1 | 2.2
CCc1c(O)c(C(C)=O)c(=O)n(-c2ccccc2)c1-c1ccccc1 | -0.16
CCOC(=O)c1sc(SC)nc1N | 0.92
CC1(C)CC(=O)C=C(SCC(=O)Nc2ccc(Cl)cc2)S1 | 2.1
COc1ccc(OCc2nc3ccccc3n2CCOc2ccccc2)cc1 | -0.12
CC(=O)Nc1cc2ccccc2oc1=O | 0.33
O=c1nc(-c2ccccc2)c(-c2ccccc2)n[nH]1 | -0.57&0.67
O=C(O)CCC(=O)NCC1COc2ccccc2O1 (configuration not stated) | -0.62
Cc1nc(-c2ccc(S(=O)(=O)N3CCCCCC3)s2)cs1 | -1
CCn1c(NCc2ccccn2)nc2ccccc21 | 0.67
CCOC(=O)c1c(CN(CC)CC)oc2ccc(OC)cc12 | 0.26
Cc1cc(C)n2nc(-c3cccc(Br)c3)cc2n1 | 14
CCOC(=O)CSc1[nH]c(=O)cc(C)c1C#N | 0.68
CCC(=O)N1c2ccccc2NC2=C(C(=O)CCC2)C1c1cccs1 (configuration not stated) | -0.37
COc1ccc(CCN2C(=O)c3ccccc3NC2c2ccc(N(C)C)cc2)cc1OC (configuration not stated) | 0.83
O=C(NNc1c(Cl)cc(Cl)cc1Cl)c1c(F)cccc1F | -0.51
CC1Cc2cc(/C(O)=C3/C(=O)C(=O)N(CC4CCCO4)C34C(=O)N(C)c3ccccc34)ccc2O1 (configuration not stated) | 1.5
CCS(=O)(=O)c1ccc2oc(=O)[nH]c2c1 | 1.5
COc1ccccc1NS(=O)(=O)c1sc2ccc(Cl)cc2c1C | 3.3*
COc1cc(C2Nc3ccc4ccccc4c3C3=C2CC(C)(C)CC3=O)ccc1O (configuration not stated) | -0.66
CCC(Sc1nccn1C)C(=O)Nc1cc(C)on1 (configuration not stated) | 0.93
CSC(=NC#N)N1CCN(c2ccc([N+](=O)[O-])cn2)CC1 | -0.34
CCOC(=O)c1[nH]c(C)c(C(=O)OCC)c1CC | 0.48
CCOC(CC(=O)NNC(=S)NC)OCC | 0.17
O=C(Nc1ccc(Cl)cn1)c1cccc2c(Br)cccc12 | -0.18
O=C(N/N=C/c1ccc([N+](=O)[O-])cc1)c1ccccc1C1=NCCCN1 | 0.91
N#Cc1nc(COc2ccccc2F)oc1NCc1ccc2c(c1)OCO2 | 0.28
O=C(Oc1ccccc1N1CCOCC1)c1cccnc1Oc1ccccc1 | 2.1
CC1CCCN(S(=O)(=O)c2cccc(-c3cn4ccccc4n3)c2)C1 (configuration not stated) | -0.62
Cc1ccc(C2Nn3c(C)nnc3SC2C(=O)Nc2cc(C)ccc2C)cc1 (configuration not stated) | 0.36
Cc1cc(Oc2nc3c(c(=O)n(C)c(=O)n3C)n2C)cc(C)c1Cl | 3.8*
COc1ccccc1N1CCN(C(=O)C2CCCCC2)CC1 | -0.28
Cc1c(NC(=O)OCc2ccccc2)c(=O)n(-c2ccccc2)n1C | -0.02
O=C(Nc1ccc(Cl)cc1)/C(=C\c1cccs1)c1ccsc1 | 0.57
O=C(O)CSC(SCC(=O)O)c1ccc2c(c1)OCO2 | -1.4
COc1ccc(-c2nnc3c4ccccc4c(C)nn23)cc1S(=O)(=O)N(C)CCO | 2.1
CN1c2ccccc2N(C)C1c1ccccc1 | -1.6
CC1(C)CC(=O)C2=C(C1)Nc1ccccc1NC2c1ccc2c(c1)OCO2 (configuration not stated) | -0.62
COc1ccc(-c2cc(C)nc3c(-c4ccc(OC)c(OC)c4)c(C)nn23)cc1 | 2.4
More structures follow:
SMILES | Dicer inh
CCOC(=O)c1c(NC(=O)C(C)(C)C)sc(C)c1C | -0.83
NNC(=O)c1cccnc1Oc1ccccc1 | -0.62
COCCOC(=O)c1c(C)oc2ccc(OC(=O)c3ccco3)cc12 | 1.3
O=C(c1cc(F)c(F)cc1Cl)n1cccn1 | -0.66
COC(=O)c1cc(OC)cc(OC)c1C1C(C#N)=C(C)NC2=C1C(=O)CC(C)(C)C2 (configuration not stated) | 0.81
CC1CN(C(=O)NCCSCc2cccc(C(F)(F)F)c2)CC(C)O1 (configuration not stated) | 1.3
CN(C)/C=C/C(=O)c1ccc2c(c1)CCO2 | -2.7
CCn1c(SCc2ccc(C(=O)O)o2)nnc1-c1ccc(Cl)cc1 | 1.6
Cc1c(NC(=S)Nc2ccccc2)c(=O)n(-c2ccccc2)n1C | 0.23
COc1cccc(NC(=S)C(C#N)C(=O)N2CCCC2)c1 (configuration not stated) | -1.6
O=C(Cc1ccccc1)c1ccc(O)cc1 | -0.43
Cc1c(S(=O)(=O)c2ccc(Cl)cc2)csc1S(=O)(=O)N1CCCCC1 | 2.1
CCn1cc(C(=O)OC)c(=O)c2cc(C(F)(F)F)ccc21 | 0.29
CC12c3ccccc3C(c3ccccc31)C1C(=O)N(Cc3ccccc3)C(=O)C12 (configuration not stated) | -1.4
COc1ccc(OC)c(C2Nc3c(C)cc(C)cc3-c3cc(C)nn32)c1 (configuration not stated) | 1.1
O=c1cc(C(F)(F)F)c2ccc(O)cc2o1 | 2.9
O=C(CSc1nc2c(c(C(F)(F)F)n1)CCc1ccccc1-2)NCCCN1CCOCC1 | -0.31
O=C(NNc1cc(C(F)(F)F)nc2ccccc12)Nc1cccc(Cl)c1 | 1.8
N/C(=N\OC(=O)CCn1cccc(C(F)(F)F)c1=O)c1cccc(Cl)c1 | -1.1
CC(=O)Nc1ccc(C2Nc3ccc(C)cc3O2)cc1 (configuration not stated) | 2.5
O=C(O)CCCNc1nc(Cl)nc(N2CCOCC2)n1 | 4.7*
O=C(NCc1cccs1)c1nc2ncccn2n1 | -0.35
CCOc1cc(S(=O)(=O)Nc2cc(C)ccn2)ccc1Cl | 0.4
Cc1n[nH]c(C)c1Sc1ccccc1N | -3.8
COc1ccc(C2CC(c3ccc(C(C)C)cc3)n3nc(N)nc3N2)cc1 (configuration not stated) | -1.2
CCCNC(=O)O/N=C(\N)c1c(-c2c(Cl)cccc2Cl)noc1C | 4.5*
CNC(=O)c1cnn(-c2c(Cl)cc(Cl)cc2Cl)c1COC | -0.25
O=C(Oc1ccc(Br)cc1C1SCCS1)c1ccc(Cl)cc1 | 6.6
O=S(=O)(c1ccccc1C(F)(F)F)N1C=CC(C(F)(F)F)=NCC1 | 0.42
CCN(CC)c1ccc(C2C(C(=O)OC(C)C)=C(C)NC3=C2C(=O)CC(C)(C)C3)cc1 (configuration not stated) | -0.72
N#Cc1cnn(-c2ccc(C(F)(F)F)cc2[N+](=O)[O-])c1N | -1.1
COc1ccc(C(F)(F)F)cc1N/C=C/c1nnnn1-c1ccc2ccccc2c1 | -2.4
COc1cc2c(c(OC)c1)C(=O)O[C@@H](C)CCCC(=O)CCC/C=C/2 | -0.92
OC1CCN(C(=S)NC2CCCCCCC2)CC1 | 6
O=C(O)C1C2C=CC(C2)C1C(=O)N1CCc2ccccc21 (configuration not stated) | 2.5
COc1ccc(/C=N/n2cnc3c(sc4nc(C)cc(C)c43)c2=O)cc1 | -0.11
O=C(Nc1ccc(F)cc1)C12CC3CC(CC(C3)C1)C2 | -0.01
Cc1nc(Nc2nc(-c3ccc(F)cc3)cc(=O)[nH]2)nc2ccccc12 | -1.2
O=C(Nc1cccc(C(F)(F)F)c1)Nc1cc(C2CC2)nn1-c1ccccc1 | -0.12
CCCCCCCOc1ccc(=S)[nH]n1 | -1.3

In another format: results already given
structure	Dicer inh
CCOc1cc(S(=O)(=O)Nc2cc(C)ccn2)ccc1Cl	0.4
Cc1n[nH]c(C)c1Sc1ccccc1N	-3.8
COc1ccc(C2CC(c3ccc(C(C)C)cc3)n3nc(N)nc3N2)cc1 (configuration not stated)	-1.2
CCCNC(=O)O/N=C(\N)c1c(-c2c(Cl)cccc2Cl)noc1C	4.5*
CNC(=O)c1cnn(-c2c(Cl)cc(Cl)cc2Cl)c1COC	-0.25
O=C(Oc1ccc(Br)cc1C1SCCS1)c1ccc(Cl)cc1	6.6
O=S(=O)(c1ccccc1C(F)(F)F)N1C=CC(C(F)(F)F)=NCC1	0.42
CCN(CC)c1ccc(C2C(C(=O)OC(C)C)=C(C)NC3=C2C(=O)CC(C)(C)C3)cc1 (configuration not stated)	-0.72
N#Cc1cnn(-c2ccc(C(F)(F)F)cc2[N+](=O)[O-])c1N	-1.1
COc1ccc(C(F)(F)F)cc1N/C=C/c1nnnn1-c1ccc2ccccc2c1	-2.4
COc1cc2c(c(OC)c1)C(=O)O[C@@H](C)CCCC(=O)CCC/C=C/2	-0.92
OC1CCN(C(=S)NC2CCCCCCC2)CC1	6
O=C(O)C1C2C=CC(C2)C1C(=O)N1CCc2ccccc21 (configuration not stated)	2.5
COc1ccc(/C=N/n2cnc3c(sc4nc(C)cc(C)c43)c2=O)cc1	-0.11
O=C(Nc1ccc(F)cc1)C12CC3CC(CC(C3)C1)C2	-0.01
Cc1nc(Nc2nc(-c3ccc(F)cc3)cc(=O)[nH]2)nc2ccccc12	-1.2
O=C(Nc1cccc(C(F)(F)F)c1)Nc1cc(C2CC2)nn1-c1ccccc1	-0.12

Carrying on.
SMILES | Dicer inh
NCCNc1ncnc2scc(-c3ccccc3)c12 | -1.3
Cc1ccc(-c2n[nH]c(=S)c3ccccc23)cc1S(=O)(=O)N1CCN(C)CC1 | 0.77
CCOC(=O)c1c(NC(=O)C2CC(Cl)=CCC2C(=O)O)sc2c1CCCCC2 (configuration not stated) | 1.1
N#CC1=C(N)Oc2n[nH]c(-c3ccc4c(c3)OCO4)c2C1c1ccccc1Cl (configuration not stated) | -5.1
CCCCCOC(=O)C1=C(C)NC2=C(C(=O)CC(C)(C)C2)C1c1cc2c(cc1Cl)OCO2 (configuration not stated) | -0.71
Cc1ccc(S(=O)(=O)Nc2ccc(-c3cn4ccccc4n3)cc2)cc1 | 1.1
N#C/C(=C\Nc1cccc(Cl)c1F)S(=O)(=O)c1ccc(Cl)cc1 | -0.08
O=C1CCCC2=C1C(c1ccc3c(c1)OCO3)n1nc(-c3cccc(Cl)c3)nc1N2 (configuration not stated) | 4.1*
O=C(CSc1nc2ccccc2s1)N1CCN(CCO)CC1 | -0.04
COc1ccc(C2Nc3ccccc3NC3=C2C(=O)CC(c2ccccc2)C3)c(OC)c1 (configuration not stated) | 1.7
C=CCNC(=O)c1ccc(C(F)(F)F)nc1C | -0.36
COc1ccc(O)c(C2=NN3C(C2)c2cccc(OC)c2OC3c2ccccc2)c1 (configuration not stated) | 1.5
COc1ccc(-c2nc3c4c5c(sc4ncn3n2)CCCC5)cc1OC | 0.55
CCOC(=O)CC1Sc2ccccc2NC1=S (configuration not stated) | -0.31
CC(C)(C)c1ccc(-c2cc(NC(=S)NC(=O)c3ccccc3)n[nH]2)cc1 | -3.3
Cn1c(=O)n(Cc2ccc(Cl)cc2)c(=O)c2c1ncn2CCO | -1.1
O=C1c2oc3ccccc3c(=O)c2C(c2ccc(O)cc2)N1Cc1ccc(F)cc1 (configuration not stated) | 2
COC(=O)C(C)Sc1nnc(-c2ccc(Br)cc2)o1 (configuration not stated) | 1.6
CCc1cc2c(=O)c(-c3nc(C)cs3)c(C(=O)O)oc2cc1O | -0.85
Cc1c(Cl)c([N+](=O)[O-])nn1CC(=O)NCCCn1ccnc1 | -0.49
N#Cc1c(-c2ccc(Cl)c(Cl)c2)cc(-c2ccc(Cl)cc2)[nH]c1=O | 2.1
CCOC(=O)c1cc(OC(=O)c2ccco2)n(-c2ccccc2)n1 | -0.92

Screening results: PubChem BioAssay, Center for Chemical Genomics, University of Michigan
